AHR activator: AHR activators, primary screen, cell-based, luminescence, luciferase reporter, human | actives 2.5% (n = 320,000) | activation, % at 5 µM | AHR-responsive luciferase reporter cells | Aryl hydrocarbon receptor (Homo sapiens), P35869; in the data active = activation above about 47%;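 also: 0% = vehicle wells and 100% = reference agonist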
PP5 primary: PP5 phosphatase inhibitors, primary screen, biochemical, fluorescence; inhibition, % at 6.7 µM; Serine/threonine-protein phosphatase 5 (Homo sapiens), P53041; actives 0.18% (n = 320,000); purified PP5c, OMFP substrate fluorescence;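 active = inhibition above the campaign's mean inhibition across all tested compounds plus 3 SD, cut at about 9.5% in these data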;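 also: 0% = DMSO only and 100% = 100 µM cantharidin control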
proCasp3 act: activators of human procaspase-3 D3A mutant, primary screen, biochemical, absorbance, PC-3 D3A mutant, single concentration. Caspase-3 (Homo sapiens), P42574. recombinant procaspase-3 D3A, Ac-DEVD-pNA absorbance 405 nm. activation, % at 8.5 µM. actives 0.11% (n = 330,000). AID 463141, 2010;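 active = activation above the mean of all tested compounds plus 3 SD, cut at about 21% in these data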;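 also: 0% = DMSO alone and 100% = DMSO wells spiked with extra 5 µM PC-3 D3A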
Target sequence (P42574 whole entry D9A/D28A/D175A): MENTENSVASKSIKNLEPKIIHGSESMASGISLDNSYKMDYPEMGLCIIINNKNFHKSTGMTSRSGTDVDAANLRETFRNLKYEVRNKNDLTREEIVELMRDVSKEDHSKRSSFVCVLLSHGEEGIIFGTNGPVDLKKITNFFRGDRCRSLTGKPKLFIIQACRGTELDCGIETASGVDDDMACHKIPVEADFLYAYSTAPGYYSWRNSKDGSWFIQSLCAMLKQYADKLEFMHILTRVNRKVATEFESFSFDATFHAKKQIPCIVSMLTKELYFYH
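Test system: Procaspase-3 D3A mutant, all three cleavage aspartates alanine | Dosing: Single dose, 8.5 µM nominal compound, 0.8% DMSO | Schedule: 1 h preincubation, 2 h reaction | Technique: 405 nm absorbance of p-nitroaniline, reads at 0 and 120 min | Repeats: One well per compound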
procasp7 counter: procaspase-7 activators, primary screen, counter-screen for procaspase-3 activator project, biochemical, absorbance, HTS, human | activation, % at 8.5 µM | AID 463210, 2010 | recombinant procaspase-7, Ac-DEVD-pNA absorbance 405 nm; D23A/D198A/D206A triple mutant, cannot self-cleave; scale: DMSO 0, 5 µM enzyme 100 | actives 0.093% (n = 330,000) | Caspase-7 (Homo sapiens), P55210;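 active = percent activation above the screen-wide mean plus 3 SD, cut at about 25% in these data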
Target sequence (P55210 whole entry D23A/D198A/D206A): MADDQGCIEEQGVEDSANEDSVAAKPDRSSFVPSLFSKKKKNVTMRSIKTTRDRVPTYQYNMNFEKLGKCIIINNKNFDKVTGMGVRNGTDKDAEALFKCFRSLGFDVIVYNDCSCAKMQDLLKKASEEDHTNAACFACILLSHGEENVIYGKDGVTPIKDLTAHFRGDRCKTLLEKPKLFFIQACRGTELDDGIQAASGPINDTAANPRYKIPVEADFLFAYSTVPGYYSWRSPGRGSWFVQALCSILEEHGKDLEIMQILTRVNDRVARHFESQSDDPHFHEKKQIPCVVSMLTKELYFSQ
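Test system: Procaspase-7 triple mutant (PC-7 D3A). Also added: Ac-DEVD-pNA substrate, 400 µM as added. Schedule: 1 h enzyme–compound preincubation and 2 h substrate reaction, both 25 °C. Signal: p-Nitroaniline absorbance at 405 nm, read at 0 and 120 min. Control set: low DMSO alone, high DMSO plus 5 µM PC-7.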
PP1 counter: PP1-alpha phosphatase inhibitors, primary screen, counter-screen for PP5 inhibitor project, biochemical, fluorescence, OMFP substrate, single point; Serine/threonine-protein phosphatase PP1-alpha catalytic subunit (Homo sapiens), P62136; purified PP1alpha; inhibition, % at 6.7 µM; actives 0.9% (n = 320,000);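 active = inhibition above the mean inhibition of all tested compounds plus 3 SD, computed separately for each screening campaign, cut at about 15% in these data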
Target sequence (P62136 whole entry, looked up): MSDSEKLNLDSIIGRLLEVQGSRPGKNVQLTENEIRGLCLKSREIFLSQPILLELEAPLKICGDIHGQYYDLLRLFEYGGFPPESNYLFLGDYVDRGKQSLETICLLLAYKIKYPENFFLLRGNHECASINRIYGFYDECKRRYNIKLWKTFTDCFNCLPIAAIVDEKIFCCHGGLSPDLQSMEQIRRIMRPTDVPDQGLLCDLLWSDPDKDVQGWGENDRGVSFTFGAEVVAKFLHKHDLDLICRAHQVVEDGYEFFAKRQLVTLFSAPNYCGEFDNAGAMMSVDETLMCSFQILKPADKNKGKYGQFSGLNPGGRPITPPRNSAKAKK
PAFAH2 inh: PAFAH2 enzyme inhibitors, primary screen, biochemical, fluorescence polarization, human; Platelet-activating factor acetylhydrolase 2, cytoplasmic (Homo sapiens), Q99487; recombinant PAFAH2, FP-rhodamine activity probe; inhibition, % at 3.39 µM; actives 0.99% (n = 340,000);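 active = inhibition above the mean over all tested compounds plus 3 SD, cut at about 30% in these data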;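 also: inhibitors block probe labeling of enzyme so polarization drops; 0% = enzyme with DMSO and 100% = wells lacking PAFAH2 protein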
TPT1 inh: Candida albicans TPT1 enzyme inhibitors, primary screen, biochemical, fluorescence polarization | recombinant caTPT1, FP RNA substrate dephosphorylation | inhibition, % at 5 µM | actives 0.81% (n = 300,000) | AID 1962, 2009;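 active = inhibition above the mean of all tested compounds plus 3 SD, set per screening campaign, cut at about 24% in these data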;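 also: plate controls were DMSO alone for no effect and ferristatin control at 100 nM for full effect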
HCV core dimer: inhibitors of HCV core protein dimerization, primary screen, biochemical, TR-FRET, high-throughput; TR-FRET GST/Flag-core106 dimerization, 1536-well; inhibition, % at 5 µM; actives 0.33% (n = 300,000); AID 1899, 2009;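 active = inhibition above the mean of all tested compounds plus 3 SD, set per screening campaign, cut at about 45% in these data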
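test system = GST/Flag-tagged HCV core106 proteins | probe or stimulus = Eu donor and XL665 acceptor anti-tag antibodies | times = compound-protein-antibody incubation 4 h at 22.5 °C | signal = TR-FRET, excitation 340 nm, emission 617 and 671 nm | measure = percent inhibition of core106 dimerization signal | controls = wells lacking GST-core106 and wells with excess unlabelled core106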
Fh CTSL1 inh: Fasciola hepatica cathepsin L1 inhibitors, primary screen, counter-screen for PFM18AAP inhibitor project, biochemical, QFRET, fluorogenic peptide substrate. actives 0.49% (n = 300,000). AID 1906, 2009. inhibition, % at 5.96 µM. recombinant F. hepatica cathepsin L1, Z-Leu-Arg-MCA fluorescence;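 active = inhibition above the mean of all tested compounds plus 3 SD, set per screening campaign, cut at about 17% in these data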;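 also: 0% = plate median of test compound wells and 100% = 1 µM Z-Phe-Ala-diazomethylketone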
* = called active by the depositor; . = not tested or not shown.

canonical_smiles,PP5 primary,procasp7 counter,Fh CTSL1 inh,TPT1 inh,PP1 counter,AHR activator,PAFAH2 inh,HCV core dimer,proCasp3 act
CC(Sc1nc(N2CCOCC2)c2c(c1C#N)CC(C)(C)OC2)C(=O)O (configuration not stated),2.2,4,-4,0,4,-1,-4,-3,7
CC(C)CC(NC(=O)OC(C)(C)C)C(=O)O (configuration not stated),-1.3,10,-4,2,-1,5,6,-5,13
O=C(CN1C(=O)C(=O)c2ccccc21)c1ccccc1,1.6,-1,1,-1,0,3,17,6,4
O=C(c1ccccc1)N1CCN(C(=O)c2ccc([N+](=O)[O-])cc2)CC1,-3.1,2,-5,-2,-5,11,4,1,2
Cc1cc(Nc2ccc(C(=O)O)cc2)nc(N)n1,3.0,5,0,-4,1,-2,-2,-14,6
COc1ccccc1NC(=O)C(C)Sc1nc(-c2ccccc2)cn1N (configuration not stated),-3.1,7,.,.,0,5,-4,.,-7
O=C(Cn1cc(C(=O)C(F)(F)F)c2ccccc21)NCc1ccco1,-0.6,2,-2,-1,-9,6,-3,-1,-6
O=C(Nc1nc(-c2ccccc2)ns1)c1cccs1,2.6,-3,4,-2,1,106*,-2,1,11
O=[N+]([O-])c1cccc2ccc(N3CCOCC3)nc12,0.3,2,1,-2,3,-5,7,10,16
Cc1cc(C)c(S(=O)(=O)Nc2ccc(O)c(Sc3ncn[nH]3)c2)c(C)c1,1.4,-14,-3,-2,1,4,8,-7,-8
COc1cccc(N2CCN(C(=O)c3ccc4nc(N5CCC(C)CC5)sc4c3)CC2)c1,0.4,3,0,-3,4,-5,.,12,0
Nc1c(Cl)ncnc1N/N=C/c1ccc(O)cc1,-0.4,-11,0,-4,-2,20,1,-10,-6
Cc1cc(NC(=O)c2cccs2)ncc1NC(=O)c1cccc(F)c1,-0.6,-8,1,7,1,1,5,-2,1
CCCCNC(=O)c1cc2c(=O)n3cccc(C)c3nc2s1,-0.9,8,3,1,5,0,3,9,3
Nc1c(Cl)c(Cl)nc(C(=O)N/N=C/c2ccco2)c1Cl,-0.1,0,0,2,-4,53*,-2,4,9
COc1ccc(C(=O)N(C)Cc2ccc(C)o2)cc1OC1CCN(C(C)C)CC1,3.5,3,-2,-1,-4,4,-10,0,0
COc1cccc(-n2c(=O)c3ccccc3n3c(=S)[nH]nc23)c1,0.3,-7,4,2,-2,0,1,9,-4
COc1ccc(C2=NCCn3c2c2ccc(C(F)(F)F)cc2[n+]3[O-])cc1,3.6,2,0,0,1,35,-7,1,4
Cc1ccc(C(OCC(O)CNCc2ccc(F)cc2)c2ccccc2)cc1 (configuration not stated),3.1,-2,2,1,8,1,0,-4,8
CCCCS(=O)CC(O)COc1ccc(C(C)(C)C)cc1 (configuration not stated),0.8,-5,2,3,-2,1,-1,9,-2

3 records drawn at random from those above:
canonical_smiles,PP5 primary,procasp7 counter,Fh CTSL1 inh,TPT1 inh,PP1 counter,AHR activator,PAFAH2 inh,HCV core dimer,proCasp3 act
Cc1cc(Nc2ccc(C(=O)O)cc2)nc(N)n1,3.0,5,0,-4,1,-2,-2,-14,6
COc1ccccc1NC(=O)C(C)Sc1nc(-c2ccccc2)cn1N (configuration not stated),-3.1,7,.,.,0,5,-4,.,-7
Nc1c(Cl)ncnc1N/N=C/c1ccc(O)cc1,-0.4,-11,0,-4,-2,20,1,-10,-6

(next part)
canonical_smiles,PP5 primary,procasp7 counter,Fh CTSL1 inh,TPT1 inh,PP1 counter,AHR activator,PAFAH2 inh,HCV core dimer,proCasp3 act
Cc1cc(C)c2nc(-c3ccccn3)cc(C(=O)NCCc3ccc(S(N)(=O)=O)cc3)c2c1,2.0,-5,-4,5,9,17,-14,18,-8
NC(=O)c1ccsc1NC(=O)COC(=O)c1ccccn1,0.4,7,.,.,3,0,1,.,3
COc1cc(C)c(NC(=S)NCCCN2CCOCC2)cc1OC,-0.8,4,-12,-3,-7,5,-2,5,3
CCOC(=O)c1ccc(NC(=O)c2c(N)n(C)c(=O)n(C)c2=O)cc1,2.1,-4,-2,-5,1,-4,4,-5,6
COc1ccc(C(=O)Nc2ccc(-c3n[nH]c(=S)o3)cc2)cc1OC,-1.1,-10,2,-1,0,3,-5,-1,-18
CSc1nc(SCC(=O)NCC2CCCO2)c2c3c(sc2n1)CN(C)CC3 (configuration not stated),2.3,5,-2,7,-2,-7,.,11,7
O=C(OCCN1C(=O)c2ccccc2C1=O)C1CC(O)CN1S(=O)(=O)c1ccc(Cl)cc1 (configuration not stated),-0.7,14,.,.,-2,-2,3,.,6
O=C(NCc1ccccc1F)c1cc(=O)[nH]c2ccccc12,-0.4,7,1,-2,-1,-1,-2,-11,-3
Cc1ccc(NC(=O)C2CCN(S(=O)(=O)c3ccc4c(c3)NC(=O)C(C)S4)CC2)cc1Cl (configuration not stated),5.7,1,1,8,5,-3,-39,16,7
COc1ccc([N+](=O)[O-])cc1NC(=O)C(C)N1CCN(C(=O)c2ccco2)CC1 (configuration not stated),1.5,1,1,-2,-3,-1,-1,-2,-2
CC(C(=O)NCc1ccco1)n1cc([N+](=O)[O-])cn1 (configuration not stated),-0.6,-3,-6,3,-7,2,-2,-3,-6
CC(C)c1onc(C(=O)N2C(C)CCCC2C)c1[N+](=O)[O-] (configuration not stated),0.9,-3,0,-2,0,-1,-6,2,8
CCC(=O)Nc1ccc(C(=O)NNC(=O)C(c2ccccc2)c2ccccc2)cc1,-1.0,2,0,-3,-4,-2,-9,7,-10
Cc1ccc(N=C2NC(=O)/C(=C\c3ccco3)S2)cc1,6.9,4,-1,8,2,20,6,11,3
CCOC(=O)c1ccc(-n2c(C)nc3c(cnn3-c3ccc(Cl)cc3)c2=O)cc1,1.1,2,1,0,-1,0,-12,9,6
CC(C)(C)OC(=O)C[C@@H]1C/C=C\C[C@H](CC(=O)N[C@H](CO)Cc2ccccc2)C(=O)N[C@@H](Cc2c[nH]c3ccccc23)COC1=O,.,7,.,.,.,11,0,.,1
O=C(NN1C(=O)NC2(CCCCC2)C1=O)c1cccs1,.,-3,.,.,.,0,7,.,1
Cn1c(SCC(=O)NC(=O)NCc2ccco2)nnc1-c1ccccc1,2.7,-7,-1,2,-7,8,12,57*,-9
Cc1ccc(N(C(=O)CNC(=O)c2ccco2)C(C(=O)NC2CCCCC2)c2cccnc2)cc1F (configuration not stated),-2.5,1,-3,-2,2,1,0,-3,6
CCOCCCn1c(=S)[nH]c2cc3c(cc2c1=O)OCO3,-2.7,4,-1,1,2,26,1,5,-3
O=C(NNC(=O)c1ccccc1O)c1ccc(Cl)c(S(=O)(=O)N2CCc3ccccc32)c1,-0.1,4,0,1,3,21,14,5,-4
Nc1nc(N2CCOCC2)nc2ccccc12,2.6,11,-1,-3,-2,3,1,1,6
CSC1=NCCN1C(=O)c1ccc(C)cc1,-0.6,8,5,1,0,0,2,-2,8
O=C(/C=C/c1ccccc1)N/C(=C/c1ccccc1)C(=O)N1CCCCC1,1.0,2,2,-1,5,8,4,6,2
CC(Sc1ncc(C#N)c(N)n1)C(=O)Nc1ccccc1 (configuration not stated),2.6,10,2,2,-2,4,-5,-2,-12
O=C1c2ccccc2C(=O)c2c1ccc(C(=O)N1CCCCC1)c2NCCO,-1.4,6,5,-9,0,1,-1,-43,-4
CN(c1ccccc1)S(=O)(=O)c1cccc(NC(=O)CSc2n[nH]c(N)n2)c1,2.2,10,-7,1,-1,-3,-4,-1,-3
N#Cc1c(N2CCN(C(=O)c3ccccc3)CC2)nc(-c2ccccc2)c2c1CCCC2,1.1,18,-1,-2,16*,3,-2,24,12
Cc1ccc(NS(=O)(=O)c2ccc(C(=O)NNC(=O)c3ccccc3O)cc2)cc1,3.0,0,0,3,-8,19,2,-2,5
Cc1ccccc1-n1nnnc1-c1ccccc1,1.5,-3,-2,1,-4,1,-5,-1,2
O=C(CCc1cn(Cc2ccc(F)cc2)c2ccccc12)N1CCOCC1,0.7,4,7,-9,5,4,26,-11,0
COC(=O)c1cc(S(=O)(=O)NC2CCCCC2)cn1C,3.5,6,5,-1,2,0,3,-1,3
Cc1cccc(C(=O)NCCC(=O)N2CCc3ccccc3C2)c1,2.0,3,.,.,-1,8,2,.,0
NS(=O)(=O)c1ccc(CCNC(=O)c2ccc([N+](=O)[O-])s2)cc1,1.9,-1,5,6,-1,-1,-5,-11,-2
CCOC(=O)C1=C(c2ccccc2)NC(=O)NC1c1ccc(OCC#N)c(OC)c1 (configuration not stated),1.9,-4,3,3,-3,2,3,-3,-9
O=C(/C=C/c1ccc(OCCCF)cc1)N1CCN(Cc2ccccc2)CC1,-3.4,-14,7,-1,14,4,-7,-8,8
O=C(CSc1nc2ccccc2c(=O)n1CC1CCCO1)NCc1ccc2c(c1)OCO2 (configuration not stated),1.2,-1,0,0,1,26,3,7,11
Cc1cccnc1NC(=O)c1ccc(S(=O)(=O)N2CCC(C)CC2)cc1,-0.3,-6,6,-4,16*,1,7,2,7
Cc1csc(CN(C)C(=O)C2CCC(=O)N(CCCc3ccccc3)C2)n1 (configuration not stated),0.9,6,-1,-2,1,0,29,5,2
Cc1cc(C)c2nc(NC(=O)c3ccc([N+](=O)[O-])o3)sc2c1,0.8,3,0,2,-1,8,3,-2,1
CCCc1nc2nc(C)c(NS(=O)(=O)c3ccc4c(c3)CCCC4)c(=O)n2[nH]1,0.6,9,2,-2,5,0,15,11,6
Cc1ccc(C(=O)NC(NC(=O)c2ccc(C)cc2)C(Cl)Cl)cc1,-1.1,4,-1,0,-1,1,0,-4,0
COc1cc(C=O)ccc1Oc1cnccn1,-0.3,4,-1,-1,-1,-1,1,-1,13
O=C(CCn1nnc2ccccc21)OCC(=O)c1ccc(F)cc1,-0.6,4,-13,-1,1,-1,-2,-3,6

Compound activity (PubChem BioAssay)
